MPTP inh – mitochondrial permeability transition pore inhibitors, primary screen, biochemical, isolated mouse mitochondria, absorbance. Ca2+ swelling absorbance, 30 min. inhibition, % at 10 µM. 360,000 tested, 1.4% active;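 active = inhibition of 50% or more, scaled per plate between neutral and stimulator controls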;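 also: 0% = DMSO wells given calcium and 100% = 1 mM EGTA wells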
ATG4B inh – ATG4B protease inhibitors, primary screen, biochemical, fluorescence, uHTS | ATG4B cleavage of LC3-PLA2, NBD-HPC fluorescence, 1 h | inhibition, % at 8.33 µM | 340,000 tested, 0.51% active; in the data active = inhibition above about 40%
HKDC1 inh – HKDC1 hexokinase inhibitors, primary screen, biochemical, fluorescence, uHTS; inhibition, % at 20 µM; Q2TB90; recombinant HKDC1, G6PDH/diaphorase resazurin coupled fluorescence; 340,000 tested, 0.16% active; AID 493160, 2011;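 active = inhibition above about 35% when tested at 20 µM, limit read from the data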;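 also: plate controls were DMSO wells with enzyme for no effect and DMSO wells lacking enzyme for full effect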
Target sequence (Q2TB90 whole entry, looked up): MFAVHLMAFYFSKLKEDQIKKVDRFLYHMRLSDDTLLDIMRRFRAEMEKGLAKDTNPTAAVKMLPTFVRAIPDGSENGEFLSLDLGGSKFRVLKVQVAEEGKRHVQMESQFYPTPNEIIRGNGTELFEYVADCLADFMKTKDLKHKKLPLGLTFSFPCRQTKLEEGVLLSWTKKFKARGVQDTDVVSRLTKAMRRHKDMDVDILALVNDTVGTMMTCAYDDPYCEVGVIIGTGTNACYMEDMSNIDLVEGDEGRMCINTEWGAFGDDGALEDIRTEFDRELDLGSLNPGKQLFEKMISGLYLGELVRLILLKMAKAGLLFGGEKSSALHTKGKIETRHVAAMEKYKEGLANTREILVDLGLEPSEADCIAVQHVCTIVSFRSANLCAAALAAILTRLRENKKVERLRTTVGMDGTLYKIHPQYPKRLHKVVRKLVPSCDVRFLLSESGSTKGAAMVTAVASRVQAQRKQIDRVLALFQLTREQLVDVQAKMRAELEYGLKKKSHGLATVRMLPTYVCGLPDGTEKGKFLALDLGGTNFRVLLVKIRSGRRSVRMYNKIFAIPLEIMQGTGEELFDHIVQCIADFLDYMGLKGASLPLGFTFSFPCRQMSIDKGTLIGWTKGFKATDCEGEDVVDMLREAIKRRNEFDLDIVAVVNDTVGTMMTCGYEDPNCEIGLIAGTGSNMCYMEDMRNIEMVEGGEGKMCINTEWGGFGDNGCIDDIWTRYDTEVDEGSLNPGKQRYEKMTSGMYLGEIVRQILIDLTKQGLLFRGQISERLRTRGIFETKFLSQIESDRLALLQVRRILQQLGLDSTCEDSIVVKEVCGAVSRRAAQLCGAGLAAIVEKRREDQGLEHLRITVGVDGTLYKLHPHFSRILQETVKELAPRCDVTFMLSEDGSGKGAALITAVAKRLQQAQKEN
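Test system: HK5 enzyme. Quantity: 5 µg/mL HK5 final. Reagent: glucose and ATP substrates. Schedule: 90 min reaction incubation at room temperature, dark. Technique: resazurin-to-resorufin fluorescence via G6PDH and diaphorase coupling, 525/613 nm. Control set: DMSO wells with and without enzyme mix.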
SENP6 inh – SENP6 protease inhibitors, primary screen, biochemical, luminescence, uHTS; Sentrin-specific protease 6 (Homo sapiens), Q9GZR1; inhibition, % at 10 µM; 330,000 tested, 1.8% active; Recombinant SENP6 catalytic domain, aminoluciferin luminescence; AID 2599, 2010;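 active = inhibition above about 50% at the single tested dose, limit read from the data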;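 also: plate controls were DMSO wells with enzyme for no effect and DMSO wells lacking enzyme for full effect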
GRIN3A LBD mod – binders of NR3A ligand-binding domain, primary screen, biophysical, differential scanning fluorimetry, uHTS | Glutamate receptor ionotropic, NMDA 3A (GRIN3A) ligand-binding domain | NR3A LBD differential scanning fluorimetry, Tm shift; 0% = protein alone, 100% = glycine-bound protein | Tm shift relative to glycine control, % at 25 µM | 340,000 tested, 2.5% active;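 active = melting temperature shift of at least 10% of the positive control shift, at one fixed dose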
SENP8 block – human SENP8 protease inhibitors, primary screen, biochemical, fluorescence, Nedd8 protein substrate, uHTS. Sentrin-specific protease 8 (Homo sapiens), Q96LD8. recombinant SENP8. inhibition, % at 20 µM. 360,000 tested, 0.64% active; in the data active = inhibition mostly above about 40%, no sharp cut-off; inactive = mostly below about 27%
Target sequence (Q96LD8 whole entry, looked up): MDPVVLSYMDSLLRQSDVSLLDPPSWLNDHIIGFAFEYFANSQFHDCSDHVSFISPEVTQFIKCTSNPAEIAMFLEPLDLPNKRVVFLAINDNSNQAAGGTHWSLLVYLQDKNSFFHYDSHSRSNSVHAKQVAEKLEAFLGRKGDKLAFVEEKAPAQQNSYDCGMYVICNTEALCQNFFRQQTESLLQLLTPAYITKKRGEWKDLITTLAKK
PfGluPho inh – PfG6PD enzyme inhibitors, primary screen, biochemical, fluorescence intensity, uHTS | PfGluPho enzyme, NADPH resazurin-diaphorase fluorescence | 350,000 tested, 0.78% active | inhibition, % at 20 µM | AID 504690, 2011;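 active = inhibition reaching at least a set limit at 20 µM in the primary screen, cut at about 59% in these data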;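 also: 0% = DMSO wells with substrate and 100% = DMSO wells lacking glucose-6-phosphate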
SENP7 inh – SENP7 protease inhibitors, primary screen, biochemical, luminescence, uHTS; AID 434973, 2010; Sentrin-specific protease 7 (Homo sapiens), Q9BQF6; inhibition, % at 5 µM; recombinant SENP7, Z-RLRGG-aminoluciferin luminescence, 40 min; 330,000 tested, 1.5% active;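 active = inhibition above about 50% at the single test dose, limit read from the data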;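 also: plate controls were DMSO with enzyme for no effect and no enzyme buffer wells for full effect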
* hit, by the source's call; i = inactive; . = not tested or not shown.

SMILES	MPTP inh	ATG4B inh	HKDC1 inh	SENP6 inh	GRIN3A LBD mod	SENP8 block	PfGluPho inh	SENP7 inh
CN(C)C1(CNC(=O)C2CCN(S(=O)(=O)c3ccccc3C(F)(F)F)CC2)CCCCC1	1.2	-2	0	12	1	7	1	0
Cc1cccc(NC(=S)N2CCOCC2)c1C	1.2	-4	2	i	-1	10	-2	1
O=C(N[C@@H](Cc1c[nH]c2ccccc12)C(=O)O)OCC1c2ccccc2-c2ccccc21	-1.4	61*	1	6	19*	6	-22	-3
CCOC(=O)c1c(NC(=O)CNCC(O)CO)sc(C)c1C (stereo unspecified)	-0.3	-8	0	-30	1	-90	0	-9
CCCNC(=S)Nc1c(C)n(C)n(-c2ccccc2)c1=O	-2.5	9	-5	3	-1	4	-13	6
O=C(Oc1ccc(Cl)c2cccnc12)N1CCCCCC1	2.7	5	-5	-12	-3	8	-15	5
COc1ccc(Nc2nnc(-c3ccncc3)s2)cc1Cl	-0.6	-4	8	73*	7	-276	-10	96*
Cc1onc(-c2c(F)cccc2Cl)c1C(=O)NC(=S)NCc1cccnc1	0.2	-7	-11	0	-5	10	-3	-12
O=C(CSc1nncs1)NC1CCCCCCC1	-2.3	-4	3	-9	0	10	-4	-1
COc1cccc(N2C(=O)C(O)=C(C(C)=O)C2c2ccc(OC)c(OC)c2)c1 (stereo unspecified)	3.5	-9	2	-1	2	7	9	5
Cc1ccccc1CSc1ccc(-c2ccc3c(c2)OCO3)nn1	1.2	45*	-5	19	-7	10	15	0
Cc1nc(NC(=O)CSc2ccccc2N)sc1C	.	3	-11	-11	0	.	6	-7
COc1ccc(N/C=C(\C=C\C#N)S(=O)(=O)c2ccccc2)cc1	2.6	-2	0	4	0	-60	3	-2
CC(C)Oc1ccc(C(=O)NN2C(=O)NC3(CCCCC3)C2=O)cc1	0.6	2	-5	-5	1	13	-1	11
CCN1CCN(CC(O)COc2ccc(Cl)cc2)CC1 (stereo unspecified)	1.1	-2	-5	-13	-1	19	17	-13
Cc1cc(F)c(F)c(C(=O)N2CCC(C)CC2)c1Cl	2.9	-6	-6	-5	0	-4	-2	-1
O=C(CSc1nc2ccccc2s1)N1c2ccccc2Sc2ccc(C(F)(F)F)cc21	1.2	-7	3	-18	5	20	19	-11
CCOC(=O)NC1c2ccccc2Oc2ccccc21	0.3	-5	2	-7	0	15	15	-2
CCC(C)NCCCCOc1ccc(C)cc1[N+](=O)[O-] (stereo unspecified)	10	4	-8	-4	-3	0	16	10
CN1CCN(C(=O)C2=C[C@@H](c3ccccc3)C[C@@H](OCc3ccc(CO)cc3)O2)CC1	-2.9	-5	3	3	-9	18	-5	-11
O=C(O)C1CCCCC1C(=O)NCc1cn2ccccc2n1 (stereo unspecified)	-0.2	-1	-3	0	-1	-11	1	-4
Cc1cccc(NC(=O)c2nc[nH]c2C(=O)N[C@@H](CC(C)C)C(=O)OCc2ccccc2)c1	-1.2	-9	0	-9	-2	7	31	-4
O=C(Nc1ccccc1)c1ccc(COc2ccccc2)cc1	2.8	-5	-7	44	-12	3	14	64*
O=C(/C=C/c1ccc(Br)cc1)N1CCN(c2cccc(C(F)(F)F)c2)CC1	11	2	3	.	-11	14	21	.
COCCN(C(=O)COC(=O)c1c(NC(C)=O)sc(C)c1C)c1c(N)n(Cc2ccccc2)c(=O)[nH]c1=O	-1.0	-9	-4	5	0	-85	-2	4

Entries of single compounds as entered above. Order of values: MPTP inh	ATG4B inh	HKDC1 inh	SENP6 inh	GRIN3A LBD mod	SENP8 block	PfGluPho inh	SENP7 inh
O=C(Nc1ccccc1)c1ccc(COc2ccccc2)cc1 is entered as 2.8	-5	-7	44	-12	3	14	64*
CCN1CCN(CC(O)COc2ccc(Cl)cc2)CC1 (stereo unspecified) is entered as 1.1	-2	-5	-13	-1	19	17	-13
Cc1cc(F)c(F)c(C(=O)N2CCC(C)CC2)c1Cl is entered as 2.9	-6	-6	-5	0	-4	-2	-1
CCOC(=O)c1c(NC(=O)CNCC(O)CO)sc(C)c1C (stereo unspecified) is entered as -0.3	-8	0	-30	1	-90	0	-9

Next part
SMILES	MPTP inh	ATG4B inh	HKDC1 inh	SENP6 inh	GRIN3A LBD mod	SENP8 block	PfGluPho inh	SENP7 inh
O=C(COC(=O)c1nc(Cl)ccc1Cl)NCc1cccs1	-0.4	5	-3	-11	-3	2	-5	-3
Cn1c(SCC(=O)Nc2ccc(NC(=O)c3ccccc3F)cc2)nnc1-c1ccncc1	0.9	6	6	-14	-2	11	-19	2
COC(=O)c1ccccc1NC=C1C(=O)OC2(CCCCC2)OC1=O	-0.9	10	4	2	4	-407	-1	2
C[C@@H](NC(=O)/C(C#N)=C/c1ccc(O)c(O)c1)c1ccccc1	-1.7	-2	-8	-4	-9	-50	-25	2
COc1cc(C(=O)O)c([N+](=O)[O-])c(OC)c1OC	0.5	-6	-3	-4	1	5	5	-10
Cc1ccc(NC(=O)Cn2cc(C(F)(F)F)cc(Cl)c2=O)cc1S(=O)(=O)N1CCCCC1	-1.7	-13	1	-3	3	-23	5	8
Clc1ccc(NCc2nnc3n2CCCCC3)cc1	12	-3	-8	-17	2	22	-1	-7
COc1ccc(NC(=O)C2(c3ccccc3)CCCC2)cc1	-0.1	0	-8	3	0	4	1	2
COc1ccc(CNC(=O)C2CCC(CNC(=O)[C@@H]3Cc4ccccc4CN3)CC2)cc1 (stereo partly specified)	0.9	3	-4	2	-4	10	-11	-11
CCCCC(CC)CN1C(=O)/C(=C/c2ccncc2)SC1=S (stereo unspecified)	-0.4	-6	21	-19	-25	25	13	-6
COc1cccc(CN2CCN(S(=O)(=O)c3ccc(NC(C)=O)cc3)CC2)c1OC	-0.4	-4	-9	3	2	-11	3	6
COc1cc(OC)cc(OCC(O)Cn2ccnc2C)c1 (stereo unspecified)	0.3	-5	0	10	0	0	10	-19
Cc1nc(C(=O)N2CCCC(C(=O)c3ccc(Cl)cc3)C2)cs1 (stereo unspecified)	2.1	-5	-2	-2	0	14	-5	2
CC1=C(C(=O)OC2CCCCC2)C(c2ccc(C)o2)C2=C(CC(C)(C)CC2=O)N1 (stereo unspecified)	4.8	-2	4	-9	-1	-160	-4	-1
CCOc1ccccc1NC(=O)Cn1c(=O)c2ccccc2n(CC)c1=O	-2.9	4	9	-4	-1	12	8	-1
CCN(CC)c1nc(C#N)cc(-c2ccc(OC)cc2)n1	5.7	-1	-4	-13	0	-328	19	3
O=C(NNC(=O)c1ccccc1Cl)c1ccc2c(=O)n3c(nc2c1)CCC3	-0.8	-10	-1	-2	0	-18	0	-1
Cc1cccc(CN2CCN(Cc3nc4c(s3)CCCC4)CC2CCO)n1 (stereo unspecified)	-0.2	14	6	-11	-1	2	-9	-4
CCN(Cc1ccccc1)C(=O)c1ccc(C(=O)N(CC)Cc2ccccc2)cc1	0.0	-5	-5	-3	1	7	-8	1
CCc1ccc(-c2csc(NC(=O)C3CCCO3)c2C(=O)OC(C)C)cc1 (stereo unspecified)	1.9	9	-1	-14	3	1	10	-9
O=C(Nc1ccc([N+](=O)[O-])cc1)N1CCc2ccccc2C1	0.4	-7	4	4	-2	14	16	8
Cc1ccc(-c2n[nH]c(=O)c3ccccc23)cc1S(=O)(=O)NCC1CCCO1 (stereo unspecified)	-0.4	2	-2	0	-2	6	-1	2
C=CCOC(=O)C(=O)/C=C/c1c(C)n(C)n(-c2ccccc2)c1=O	0.8	0	1	-16	-7	12	-12	-4
Cc1noc(C)c1C(=O)OCC(=O)N(C)C1(C#N)CCCCC1	-1.4	-4	-8	2	1	6	7	15
Cc1cccc(N=C(N2CCOCC2)P(=O)(N2CCOCC2)N2CCOCC2)c1	-1.5	3	6	-1	-1	2	-11	2

Pulled one by one from the list above:
SMILES	MPTP inh	ATG4B inh	HKDC1 inh	SENP6 inh	GRIN3A LBD mod	SENP8 block	PfGluPho inh	SENP7 inh
CCOc1ccccc1NC(=O)Cn1c(=O)c2ccccc2n(CC)c1=O	-2.9	4	9	-4	-1	12	8	-1
COc1cccc(CN2CCN(S(=O)(=O)c3ccc(NC(C)=O)cc3)CC2)c1OC	-0.4	-4	-9	3	2	-11	3	6

Going on with the list.
SMILES	MPTP inh	ATG4B inh	HKDC1 inh	SENP6 inh	GRIN3A LBD mod	SENP8 block	PfGluPho inh	SENP7 inh
CCCn1c(C)cc(C(=O)COC(=O)c2ccc(Cl)c(S(=O)(=O)N3CCCC3)c2)c1C	4.6	-6	-3	2	0	35	-19	-3
Cc1ccc(S(=O)(=O)N2CCC(=O)N(C(COCc3cccc(Cl)c3)C(C)C)CC2)cc1 (stereo unspecified)	-0.4	-9	1	-3	-2	14	4	-7
O=C(c1cccc([N+](=O)[O-])c1)N1CCN(c2ncccn2)CC1	-0.5	5	-2	7	0	10	-3	-3
CCC(NC(=O)Cc1c(C)c2ccc(OC)c(C)c2oc1=O)C(=O)NC(Cc1ccc(Cl)cc1)C(=O)O (stereo unspecified)	1.5	-18	5	14	-1	-184	-21	2
CCc1ccc(-c2cc3c(=O)n(CC(=O)NCCCN4CCN(CC)CC4)nc(C)n3n2)cc1	0.4	-6	-1	-2	-2	13	3	6
COc1ccc(S(=O)(=O)N2CCC(C(=O)N3CCOCC3)CC2)cc1	-2.4	0	1	-15	-1	20	2	-11
CN(Cc1ccccc1)c1ccc(S(=O)(=O)N2CCOCC2)cn1	-0.8	-4	-7	0	3	-25	-20	-9
C=CCn1c(SCc2cc(=O)n3ccsc3n2)nc2scc(C3CC3)c2c1=O	6.1	-6	13	1	-2	3	7	-3
C=CCn1c(SCC(=O)Nc2ccc(Br)cc2)nc(O)c(CC)c1=O	0.4	-1	-5	-18	-6	4	-17	-8
Nc1ccccc1S(=O)(=O)NC1=NCCCCC1	-1.8	-10	-5	-22	6	9	6	-7
CCCCCNc1nc2sc3c(c2c(=O)n1-c1cccc(Cl)c1)CCN(C)C3	4.0	5	8	-6	1	-474	7	2
NC(=O)C1CCCN1Cc1ccc2c(c1)OCO2 (stereo unspecified)	-1.5	1	3	.	-2	9	-11	.
CCOC(=O)c1ccc(N2CCN(C(=O)c3ccccc3)CC2)c(NC(=O)c2ccco2)c1	-2.3	-7	-5	5	-1	-2	10	3
CCCCC(=O)NC(NC(=O)CCCC)c1ccc(OCCC)c(OC)c1	-1.8	5	5	6	-1	7	-14	1
CCOC(=O)N1CCN(C(=O)CS(=O)(=O)c2cn(Cc3ccc(F)cc3)c3ccccc23)CC1	0.9	-23	-1	3	-2	14	8	5
Cc1ccc(-c2nnc(NCCCO)c3ccccc23)cc1	0.0	-3	-1	-3	-2	-17	3	-1
Cc1ccc(-n2ncc(C(=O)Nc3cc(Cl)ccc3Cl)c2C2CCNCC2)cc1	-0.7	11	-2	-2	-6	16	-2	2
Cc1cccc(OCCNC(=S)NC(=O)c2cccnc2)c1	-1.2	16	-9	10	1	8	5	1
O=C(CSc1nnc(C2CC2)n1-c1ccccc1)NCCc1ccc(F)cc1	-1.0	-2	-7	-9	-1	21	1	8
CCOc1ccc(CCNC(=O)COC(=O)Cn2cnc3c2c(=O)n(C)c(=O)n3C)cc1OCC	-3.1	-15	-4	-2	2	1	1	1
COc1cccc(OC)c1CC1SC(=O)NC1=O (stereo unspecified)	4.5	7	3	-26	0	4	-6	5
COc1cc(/C=N/NC(=O)CCNC(=O)c2ccccc2Cl)ccc1O	0.3	0	-6	-6	-1	-41	12	5
CC(C)COc1ccc(C(=O)N/C(=C\c2cccc([N+](=O)[O-])c2)C(=O)O)cc1	3.8	-2	-7	1	-1	12	-13	6
CCn1c(-c2cc(Cl)ccc2OC)n[nH]c1=S	1.2	-4	-5	13	-2	-4	28	-1

Compound activity as filed in PubChem.
